# Screens: PubChem BioAssay, Sanford-Burnham Center for Chemical Genomics
# CCR6 antag – CCR6 receptor antagonists, primary screen, cell-based, CHO-K1, luminescence, beta-arrestin, uHTS; C-C chemokine receptor type 6 (Homo sapiens), P51684; CHO-K1 CCR6 PathHunter beta-arrestin, CCL20-stimulated; inhibition, % at 20 µM; 340,000 tested, 0.49% active;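 active = compounds whose inhibition of the agonist-driven luminescence signal at 20 µM reaches about 50%, limit read from the data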;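 also: cells stimulated with CCL20 at 14 nM final; plate controls were DMSO with CCL20 for no effect and DMSO without agonist for full effect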
# Target sequence (P51684 whole entry, looked up): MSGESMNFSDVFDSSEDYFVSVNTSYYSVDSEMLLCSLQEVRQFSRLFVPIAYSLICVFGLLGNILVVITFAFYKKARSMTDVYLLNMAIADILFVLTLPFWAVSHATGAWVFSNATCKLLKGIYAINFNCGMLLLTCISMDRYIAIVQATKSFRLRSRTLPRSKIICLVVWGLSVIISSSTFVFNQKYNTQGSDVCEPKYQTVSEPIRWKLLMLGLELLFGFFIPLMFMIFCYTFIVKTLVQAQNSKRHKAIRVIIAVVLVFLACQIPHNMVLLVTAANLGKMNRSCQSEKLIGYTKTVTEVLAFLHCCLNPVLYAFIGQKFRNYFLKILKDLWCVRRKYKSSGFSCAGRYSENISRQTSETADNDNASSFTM
# Gli-Sufu block – Gli-Sufu pathway antagonists, primary screen, luciferase luminescence, Sufu-KO-LIGHT cells, uHTS; Sufu-KO-LIGHT fibroblasts, Gli luciferase reporter luminescence; inhibition, % at 5 µM; 340,000 tested, 0.74% active; AID 588413, 2011;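 active = inhibition above about 55%, limit read from the data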;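 also: 0% = DMSO-treated cells and 100% = wells with medium but no cells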
# EBI2 block – EBI2 receptor antagonists, beta-arrestin recruitment, primary screen, cell-based, luminescence, 7a,25-OHC stimulation, uHTS; 7a,25-OHC stimulated; inhibition, % at 5 µM; AID 651636, 2012; G-protein coupled receptor 183 (Homo sapiens), P32249; 360,000 tested, 0.81% active; in the data active = inhibition above about 38%;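 also: enzyme fragment complementation signal reports receptor beta-arrestin coupling in cells; 0% = agonist plus DMSO wells and 100% = wells without agonist; some results beyond the cut were filed as inactive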
# Target sequence (P32249 whole entry, looked up, the tested form may be a part): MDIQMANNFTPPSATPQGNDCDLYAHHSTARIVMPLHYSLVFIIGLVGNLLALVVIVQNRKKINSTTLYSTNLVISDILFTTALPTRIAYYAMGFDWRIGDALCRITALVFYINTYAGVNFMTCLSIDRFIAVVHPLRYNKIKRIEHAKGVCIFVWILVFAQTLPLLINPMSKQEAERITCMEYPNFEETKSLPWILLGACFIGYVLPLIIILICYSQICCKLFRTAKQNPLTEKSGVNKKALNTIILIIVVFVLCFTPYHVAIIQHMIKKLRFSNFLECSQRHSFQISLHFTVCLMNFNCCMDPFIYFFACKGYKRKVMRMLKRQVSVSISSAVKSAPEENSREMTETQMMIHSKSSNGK
# ATG4B inhibitor – ATG4B protease inhibitors, primary screen, biochemical, fluorescence, uHTS | Cysteine protease ATG4B (Homo sapiens), Q9Y4P1 | ATG4B cleavage of LC3-PLA2, NBD-HPC fluorescence, 1 h | inhibition, % at 8.33 µM | 340,000 tested, 0.51% active; in the data active = inhibition above about 40%
# APJ antag – antagonists of human apelin receptor APJ, primary screen, CHO-K1 cells, beta-arrestin complementation, luminescence; inhibition, % at 20 µM; 330,000 tested, 0.32% active; AID 2521, 2010;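 active = inhibition above about 40% at 20 µM, limit read from the data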;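 also: cells challenged with 10 nM apelin-13 agonist together with compound; plate controls were apelin-13 plus DMSO wells for no effect and DMSO wells lacking apelin-13 for full effect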
# CXCR6 inh – CXCR6 receptor inhibitors, primary screen, cell-based, beta-arrestin, luminescence, CHO-K1 PathHunter, 1536-well; C-X-C chemokine receptor type 6 (Homo sapiens), O00574; inhibition, % at 20 µM; 360,000 tested, 0.36% active; AID 602244, 2012; in the data active = inhibition above about 34%, passing the limit was not always enough;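 also: antagonist mode with CXCL16 agonist at 10 nM final; 0% = 10 nM CXCL16 with DMSO and 100% = unstimulated wells without agonist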
# UBC13 polyUb – UBC13 polyubiquitin chain formation inhibitors, primary screen, biochemical, TR-FRET, uHTS; AID 485273, 2010; 330,000 tested, 0.47% active; inhibition, % at 20 µM; in the data active = inhibition above about 45%, passing the limit was not always enough
# Target sequence (P61088 whole entry, looked up): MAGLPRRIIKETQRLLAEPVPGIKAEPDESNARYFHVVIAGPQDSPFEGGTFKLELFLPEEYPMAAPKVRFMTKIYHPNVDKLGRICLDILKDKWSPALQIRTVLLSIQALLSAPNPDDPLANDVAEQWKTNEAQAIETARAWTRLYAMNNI
# APJ ag – agonists of human apelin receptor APJ, primary screen, CHO-K1 cells, PathHunter beta-arrestin, luminescence; AID 2520, 2010; P35414; 0% DMSO wells, 100% apelin; 330,000 tested, 0.11% active; activation, % at 20 µM;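 active = activation more than six SD over the plate average, tested at 20 µM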;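 also: 0% = DMSO alone and 100% = apelin-13 at 10 nM; some results filed as inactive read as strong as hits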
#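 Test system: CHO-K1 APJ beta-arrestin complementation cell line. Amount: cell density 1000 per well. Controls: DMSO negative, 10 nM Apelin-13 positive. Signal: luminescent beta-gal fragment complementation, chemiluminescent substrate. Read-out basis: agonist-driven arrestin binding to APJ. Timing: compound stimulation 90 min at 25 °C, detection 60 min.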
# An asterisk follows results filed as active; nt = not tested or not shown.
SMILES,CCR6 antag,Gli-Sufu block,EBI2 block,ATG4B inhibitor,APJ antag,CXCR6 inh,UBC13 polyUb,APJ ag
c1ccc(OCc2ccc(CCCN3CCOCC3)cc2)cc1,4,-1,-5,-2,-3,-13,-3,4
CCOC(=O)c1sc(NC(=O)COC(=O)C(CCSC)NC(C)=O)nc1C (centres undefined),-5,0,4,-13,4,9,15,-2
Cc1ccc2cc(C#N)c(SCC(=O)NCC3CCCO3)nc2c1 (centres undefined),1,nt,1,5,2,-8,3,1
CCOC(=O)NC(Nc1ncccn1)(C(F)(F)F)C(F)(F)F,1,0,5,-2,13,-7,2,1
Cc1ccc(S(=O)(=O)NCCC(=O)N2CCCCCCC2)cc1,11,96*,-2,0,-55,-1,-2,7
CCOC(=O)c1cnc2ccccc2c1NCCc1ccc(OC)c(OC)c1,8,8,19,-14,-9,4,4,-3
O=C(COc1ccc(Cl)cc1)Nc1nc(-c2ccc(S(=O)(=O)N3CCOCC3)cc2)cs1,-8,-2,17,-15,-14,-13,0,1
CCCn1nc(NC(=O)C2CCCO2)c2cc3ccc(C)cc3nc21 (centres undefined),-10,-3,6,4,13,3,10,-2
CCOc1ccc(C(=O)NCC(=O)OCC(=O)Nc2nnc(-c3ccccc3)o2)cc1,-3,-8,7,0,19,5,-1,-5
O=C(CSC1=NNC(c2ccccn2)S1)Nc1ccccc1 (centres undefined),19,5,-12,-7,10,-13,12,2
Cc1cc(NC(=O)CSc2ccc(-c3cccc([N+](=O)[O-])c3)nn2)no1,-2,-1,2,-2,-22,-5,-6,-3
N#CC(c1ccccn1)c1ncc(C(F)(F)F)cc1Cl (centres undefined),18,5,-7,12,10,6,-1,-2

# Entries of single compounds, looked up by structure:
# Profile of CCOC(=O)NC(Nc1ncccn1)(C(F)(F)F)C(F)(F)F : CCR6 antag = 1; Gli-Sufu block = 0; EBI2 block = 5; ATG4B inhibitor = -2; APJ antag = 13; CXCR6 inh = -7; UBC13 polyUb = 2; APJ ag = 1
# Profile of O=C(CSC1=NNC(c2ccccn2)S1)Nc1ccccc1 (centres undefined) : CCR6 antag = 19; Gli-Sufu block = 5; EBI2 block = -12; ATG4B inhibitor = -7; APJ antag = 10; CXCR6 inh = -13; UBC13 polyUb = 12; APJ ag = 2

# Returning to the listing with the 4 entries that preceded the break.
SMILES,CCR6 antag,Gli-Sufu block,EBI2 block,ATG4B inhibitor,APJ antag,CXCR6 inh,UBC13 polyUb,APJ ag
CCOc1ccc(C(=O)NCC(=O)OCC(=O)Nc2nnc(-c3ccccc3)o2)cc1,-3,-8,7,0,19,5,-1,-5
O=C(CSC1=NNC(c2ccccn2)S1)Nc1ccccc1 (centres undefined),19,5,-12,-7,10,-13,12,2
Cc1cc(NC(=O)CSc2ccc(-c3cccc([N+](=O)[O-])c3)nn2)no1,-2,-1,2,-2,-22,-5,-6,-3
N#CC(c1ccccn1)c1ncc(C(F)(F)F)cc1Cl (centres undefined),18,5,-7,12,10,6,-1,-2
CN(CCOc1ccccc1)C(=O)c1cc(S(=O)(=O)N2CCCCC2)ccc1Cl,18,14,8,2,-26,3,5,-6
O=C1[C@H]2[C@@H](c3ccc(F)cc3)N3C(=O)N(c4cccc(F)c4)C(=O)[C@@]3(Cc3ccccc3)[C@H]2C(=O)N1C1CCCCC1,-6,-13,15,-4,6,1,-13,-2
COc1cc(Br)c(CC(=O)NC2CC2)cc1OC,2,4,3,-2,-12,3,-4,0
Cc1cccc2sc(N(CCCN(C)C)C(=O)c3ccc4ncsc4c3)nc12,23,22,4,-19,7,12,10,-4
COc1ccc(NC(=O)CNC(=O)C2CCCCC2)cc1,-26,-9,-9,-2,9,4,0,0
COc1ccc(OC)c(NC(=O)COC(=O)Cc2ccsc2)c1,1,-6,-6,6,0,3,6,-3
C#CC(C)(C)NC(=O)c1ccc(-c2ccccc2F)cc1,11,-20,8,1,8,-5,-6,-1
CC(C)(C)c1ccc(C(=O)NCC(=O)N2CCCCCC2)cc1,-2,-11,-7,-3,-20,-8,-2,-2
CCCCOc1ccc(-c2nnc(-c3cc[n+](C)cc3)o2)cc1,-11,2,-11,-3,7,0,0,-3
Cc1cccc(C)c1NC(=O)CSc1ncnc2nc[nH]c12,-18,-5,-8,2,-17,-8,4,-3
Cc1nc(-c2cc(C#N)c(=O)[nH]c2C)cs1,0,7,0,-8,-9,-4,10,-4
Cc1cccc(NC(=O)CSc2cn[nH]n2)c1,7,9,-2,-11,2,2,6,-2
CC(C)[C@H](NC(N)=O)C(=O)Nc1ccc2c(c1)CCC2,3,-4,-3,-4,-1,8,-2,-1
CN1CCN(Cc2nc3cc(NC(=O)COc4ccc([N+](=O)[O-])cc4)ccc3n2C)CC1,-4,21,10,-5,-5,1,1,-4
O=C(CCC(=O)N(CC(=O)NC1CCCC1)c1cccc(F)c1)Nc1nccs1,8,-13,-1,-8,8,2,-1,0
CC(C)c1ccc(OCC(=O)N2CCN(C(=O)c3ccco3)CC2)cc1,0,-6,31,0,10,-4,-2,12
Cc1ccc(S(=O)(=O)N2[C@@H](c3cccc(Cl)c3)C(C(=O)O)=CC[C@H]2c2ccc3c(c2)OCO3)cc1,10,-1,12,-5,-10,8,-21,3
CCOc1ccc(-n2ccnc2SCC(=O)Nc2cc(C)on2)cc1,0,1,6,-11,0,-11,2,-2
COc1ccccc1N1CCN(S(=O)(=O)CC23CCC(CC2=O)C3(C)C)CC1 (centres undefined),18,8,4,-2,7,0,7,-1
CCN(CC(=O)NC1CCS(=O)(=O)C1)c1nc(-c2ccccc2)nc2ccccc12 (centres undefined),22,4,-7,-7,-11,-3,-6,-8
CCn1nc(C)cc1C(=O)N1CCc2c([nH]c3ccccc23)C1c1cc(F)ccc1F (centres undefined),15,-1,0,-15,25,-4,4,-1
Cc1ccc(O)c(NC(=S)NC(=O)/C=C/c2ccccc2)c1,0,-1,-1,5,-15,2,-11,-1
Cn1cc(C=C2C(=O)OC3(CCCCC3)OC2=O)c2ccccc21,8,6,-8,10,0,-4,-2,-2
COC(=O)c1c(-c2ccc(OC)cc2)oc2ccccc12,-8,-8,2,5,-9,3,23,-3

# An excerpt from above in order of their number in CCR6 antag, rising:
Molecule | CCR6 antag | EBI2 block | ATG4B inhibitor | APJ antag | CXCR6 inh | UBC13 polyUb | APJ ag
Cc1ccc(O)c(NC(=S)NC(=O)/C=C/c2ccccc2)c1 | 0 | -1 | 5 | -15 | 2 | -11 | -1
CC(C)[C@H](NC(N)=O)C(=O)Nc1ccc2c(c1)CCC2 | 3 | -3 | -4 | -1 | 8 | -2 | -1
Cn1cc(C=C2C(=O)OC3(CCCCC3)OC2=O)c2ccccc21 | 8 | -8 | 10 | 0 | -4 | -2 | -2

# Going on with the list.
SMILES,CCR6 antag,Gli-Sufu block,EBI2 block,ATG4B inhibitor,APJ antag,CXCR6 inh,UBC13 polyUb,APJ ag
CCC(=O)NCCCCNC(=O)CC,5,1,1,-5,4,4,1,1
CCOC(=O)CN1CC23C=CC(O2)C(C(=O)Nc2ccc(OCC)cc2)C3C1=O (centres undefined),0,0,0,-7,1,1,-23,2
Cc1[nH]c2ccccc2c(=O)c1SC(F)(F)C(F)C(F)(F)F (centres undefined),1,4,-1,-6,4,8,4,-1
O=S(=O)(Nc1ccccc1Cl)c1ccc(F)cc1,-3,5,-4,4,8,2,-9,-2
COc1ccc(Nc2nc(N)c3ccccc3n2)c(OC)c1,10,-43,5,-2,-4,-23,-10,-3
Cc1cc(C)c(-c2cc(NC(=O)CSc3nncn3C)n(-c3ccccc3)n2)cc1C,-5,-37,-1,-16,10,2,3,0
CCCc1cc(=O)[nH]c(SCc2ccc(Cl)cc2)n1,-7,11,-4,9,-8,6,-8,0
COc1ccc(CCNC(=O)/C(=C/c2cccnc2)NC(=O)c2ccccc2)cc1,14,-17,3,-2,-4,14,6,-3
CCn1c(=S)sc2nc(C)sc21,-6,-5,-7,-20,8,3,-7,-6
CN(C)/C=C/C(=O)c1cnc(-c2ccccc2)s1,-2,-49,-5,-6,8,5,-11,-1
CCOc1ccc(C2CC(c3ccccc3C)n3nc(N)nc3N2)cc1 (centres undefined),13,-1,0,-4,19,11,-12,-3
COc1ccccc1NS(=O)(=O)c1cccc(C(=O)N/N=C(\C)c2cccnc2)c1,11,-12,-14,-8,-70,-4,-3,-1

# The list goes on; it opens with the three that closed the last part.
SMILES,CCR6 antag,Gli-Sufu block,EBI2 block,ATG4B inhibitor,APJ antag,CXCR6 inh,UBC13 polyUb,APJ ag
CN(C)/C=C/C(=O)c1cnc(-c2ccccc2)s1,-2,-49,-5,-6,8,5,-11,-1
CCOc1ccc(C2CC(c3ccccc3C)n3nc(N)nc3N2)cc1 (centres undefined),13,-1,0,-4,19,11,-12,-3
COc1ccccc1NS(=O)(=O)c1cccc(C(=O)N/N=C(\C)c2cccnc2)c1,11,-12,-14,-8,-70,-4,-3,-1
C=CCc1cc(/C=C2/NC(=O)N(CC(=O)OC)C2=O)cc(OC)c1O,15,1,3,-2,-24,-8,-12,0
CC(=O)NC(CC(=O)Nc1nc(-c2ccccc2)c(C(C)=O)s1)c1ccccc1 (centres undefined),10,-2,-6,2,12,4,-2,-2
CNCCCCOc1ccccc1-c1ccccc1,5,3,-7,-6,-71,7,12,1
CCOC(=O)CN(C(=O)c1snc(C(N)=O)c1N)C(C(=O)NCCC(C)C)c1ccc(F)cc1 (centres undefined),22,0,-5,0,19,-1,-3,-2
O=C(Cc1ccc(Cl)cc1Cl)Nc1ccc(OC(F)F)c(Cl)c1,2,3,11,0,3,-13,6,-2
COc1ccc(-c2c(C)sc(NC(=O)c3ccnn3C)c2C#N)cc1,7,9,-7,2,-3,1,15,0
Cc1ccc(N2CCN(/N=C/c3cccs3)CC2)cc1,7,-6,1,-7,5,-4,0,-2
CCC(=O)Nc1sc2c(c1C(N)=O)CCC2,-20,-3,5,-2,0,-5,-6,0
CC(=O)Nc1ccc(NC(=O)C(C)OC(=O)CCN=C2NS(=O)(=O)c3ccccc32)cc1 (centres undefined),-2,-1,-3,1,8,-5,4,-4
Cc1ccc(-c2c[n+](CC(=O)Nc3ccccc3)c3n2CCC3)cc1,1,-11,-4,5,4,0,1,-2
COc1ccccc1-c1ccc2nnc(SCC(=O)N3CCCC3)n2n1,3,-15,-4,1,9,0,18,-1
CC(=N)c1c(O)cc(C)oc1=O,10,11,-9,-1,nt,-2,nt,nt
Clc1ccc(C(c2nnnn2C2CCCC2)N2CCN(c3nc4ccccc4s3)CC2)cc1 (centres undefined),6,9,19,-6,12,14,-8,-3
Oc1cc2c(cc1CN1CCN(c3cccc(C(F)(F)F)c3)CC1)CCC2,10,0,-1,-4,10,2,1,-2
Cc1ccc(C)c(S(=O)(=O)NCCCc2ccccc2)c1,18,-6,8,1,13,5,-6,-2
